# CHT block: inhibits the human high affinity choline transporter. hit rate 0.86% among 310,000. Q9GZV3. CHT-expressing cells, membrane potential dye, choline response; hits give low values. B-score at 10 µM;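 active = B-score over 3 SD under the library average, and starting fluorescence ratio not unusually high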;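 note: choline stimulus applied at its EC90 after an EC20 pre-addition; B-score computed on integrated fluorescence ratio after choline addition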
# KCNQ2 inh: KCNQ2 potassium channel inhibitors, primary screen, cell-based, CHO-K1, FluxOR thallium flux, B-score (AID 2156); O88943; 20 min; hits give low values; B-score at 10 µM; hit rate 1.1% among 310,000;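 active = fluorescence ratio B-score at most minus 3 library SDs, with starting brightness B-score within 2 library SDs, cut at about -5.5 in these data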
# Target sequence (O88943 whole entry, looked up): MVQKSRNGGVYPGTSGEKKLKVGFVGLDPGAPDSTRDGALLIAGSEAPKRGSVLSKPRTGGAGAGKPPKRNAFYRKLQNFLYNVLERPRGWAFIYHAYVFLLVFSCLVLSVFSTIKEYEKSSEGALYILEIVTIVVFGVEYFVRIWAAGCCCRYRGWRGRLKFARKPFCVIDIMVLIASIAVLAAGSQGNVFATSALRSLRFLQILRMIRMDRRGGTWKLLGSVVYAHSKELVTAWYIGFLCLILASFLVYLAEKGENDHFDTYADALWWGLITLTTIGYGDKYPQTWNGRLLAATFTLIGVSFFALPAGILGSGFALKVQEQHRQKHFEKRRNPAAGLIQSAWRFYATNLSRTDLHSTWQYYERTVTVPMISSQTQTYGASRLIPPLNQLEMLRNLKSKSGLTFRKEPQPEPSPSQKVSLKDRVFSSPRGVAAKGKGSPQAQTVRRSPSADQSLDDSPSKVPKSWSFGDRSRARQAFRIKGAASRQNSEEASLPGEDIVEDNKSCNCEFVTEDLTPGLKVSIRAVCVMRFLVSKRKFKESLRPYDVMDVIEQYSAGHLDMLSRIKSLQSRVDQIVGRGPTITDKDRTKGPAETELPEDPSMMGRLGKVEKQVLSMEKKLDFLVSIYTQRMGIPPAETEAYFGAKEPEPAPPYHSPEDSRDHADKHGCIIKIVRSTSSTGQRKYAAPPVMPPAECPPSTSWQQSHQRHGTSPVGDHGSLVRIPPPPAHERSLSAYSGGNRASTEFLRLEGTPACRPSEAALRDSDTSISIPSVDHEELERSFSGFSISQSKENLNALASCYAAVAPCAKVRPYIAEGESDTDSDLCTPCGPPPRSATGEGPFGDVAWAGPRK
# The depositor's hits bear a star; i = inactive; / = no result given.
SMILES,CHT block,KCNQ2 inh
CCCCN(C(=S)SC)C1CCS(=O)(=O)C1 (configuration not stated),i,i
COc1cc(OC)cc(C(=O)NNC(=O)c2ccccc2Br)c1,i,i
O=[N+]([O-])c1cc(Cl)ccc1N1CCCC1,i,i
Cc1cccc2cc(CN(Cc3cccs3)C3(c4nnnn4C4CCCC4)CCCC3)c(=O)[nH]c12,i,i
COc1ccc(-c2nn(-c3ccccc3)cc2/C=N/NC(=O)c2ccc(Br)o2)cc1,i,i
CCCC(=O)NC(c1ccccc1)c1ccc2cccnc2c1O (configuration not stated),i,i
CCOC(=O)Cc1csc(NC(=O)Cc2ccc(Cl)cc2)n1,i,i
CCOC(=O)c1ccc(NC(=O)CN2C(=O)C3C4C=CC(C4)C3C2=O)cc1 (configuration not stated),i,i
Cc1cccc(C(=O)Nc2ccc(O)c3c(=O)cc(-c4ccccc4Cl)oc23)c1,i,i
COc1cc(CNC(C)C23CC4CC(CC(C4)C2)C3)cc(OC)c1OC (configuration not stated),i,i
COc1ccc(S(=O)(=O)Nc2c(C)n(C)n(-c3ccccc3)c2=O)cc1Br,i,i
CCOc1ccccc1C(=O)NN1C(=O)C2CCCCC2C1=O (configuration not stated),i,i
CCOc1ccc(C2NC(=S)NC3=C2CCc2ccccc23)cc1 (configuration not stated),i,i
CC1CCCN(C(C(=O)Nc2ccc3c(c2)OCO3)c2ccccc2)C1 (configuration not stated),i,-5.7*
O=C(COc1ccc(Cl)cc1)Nc1ccc2c(c1)nc1n2CCOC1,i,i
COc1ccc(/C=C/C(=O)Nc2ccccc2C(F)(F)F)cc1,i,i
COc1ccc(C)cc1NC(=O)C1CCCN(S(=O)(=O)c2cnc[nH]2)C1 (configuration not stated),i,i
COc1ccc(/C=C/C(O)=C(\C#N)c2nnc(N3CCOCC3)n2-c2ccccc2)cc1OC,i,i
CNC(=S)Nc1cccc(C(=O)OC)c1,i,i
CCC(=O)N1CCc2cc(Br)cc(S(=O)(=O)NCCCN(C)Cc3ccccc3)c21,i,i
COc1ccc2c(c1OC)C(=O)N1c3ccccc3C(=O)N(c3ccccc3F)C21 (configuration not stated),i,i
Nc1cc(S(=O)(=O)O)cc([N+](=O)[O-])c1O,i,i
CCC(Sc1nc(=O)cc(N)n1CCc1ccccc1)C(=O)Nc1ccccc1C#N (configuration not stated),i,i
Cc1cc2[nH]c(=O)c(=O)[nH]c2cc1S(=O)(=O)NCc1ccccc1,i,i

# Record cards, as listed above.
# COc1ccc(C)cc1NC(=O)C1CCCN(S(=O)(=O)c2cnc[nH]2)C1 (configuration not stated) is entered as CHT block = i; KCNQ2 inh = i
# CCOc1ccc(C2NC(=S)NC3=C2CCc2ccccc23)cc1 (configuration not stated) is entered as CHT block = i; KCNQ2 inh = i

# Returning to the listing, repeating the five entries before the break.
SMILES,CHT block,KCNQ2 inh
CCC(=O)N1CCc2cc(Br)cc(S(=O)(=O)NCCCN(C)Cc3ccccc3)c21,i,i
COc1ccc2c(c1OC)C(=O)N1c3ccccc3C(=O)N(c3ccccc3F)C21 (configuration not stated),i,i
Nc1cc(S(=O)(=O)O)cc([N+](=O)[O-])c1O,i,i
CCC(Sc1nc(=O)cc(N)n1CCc1ccccc1)C(=O)Nc1ccccc1C#N (configuration not stated),i,i
Cc1cc2[nH]c(=O)c(=O)[nH]c2cc1S(=O)(=O)NCc1ccccc1,i,i
C/C(=N\Nc1ccc(Cl)c(C(=O)O)c1)c1ccc(N2CCOCC2)cc1,i,i
COC(=O)c1ccccc1NC(=O)COC(=O)c1cccnc1,i,i
O=C(/C=C/c1ccccc1[N+](=O)[O-])N1CCc2ccccc2C1,i,i
COc1ccc(/C=N/NC(=O)c2ccc3c(c2)OCO3)c(C(=O)O)c1OC,i,i
CC(C(=O)Nc1ccc(C(=O)O)cc1)N1C(=O)c2ccccc2C1=O (configuration not stated),i,i
CC(C)N(CCO)C(=O)CCc1nnc(CCCc2ccccc2)o1,i,i
CCNC(=O)Cc1ccc(NS(=O)(=O)c2ccc(F)cc2)cc1,i,i
CCCCN=C(Nc1ccc(Cl)cc1)c1cccnc1,i,i
COC(=O)[C@@]1(Cc2ccc(F)cc2)[C@H]2c3cc(C(=O)N(C)C)n(Cc4c(CO)[nH]cc(C)c4=O)c3C[C@H]2CN1C(=O)c1ccccc1,i,/
C[C@@H]1O[C@@H](O[C@H]2[C@H](Oc3cc(O)c4c(c3)OC(c3ccc(O)cc3)CC4=O)O[C@H](CO)[C@@H](O)[C@@H]2O)[C@H](O)[C@H](O)[C@H]1O (some centres not stated),i,i
N#Cc1cccc(NC(=O)CN2CCN(Cc3ccccc3)CC2)c1,i,i
Cc1ccc(N/C(CSC(N)=O)=N/S(=O)(=O)c2ccccc2)cc1,i,i
O=C(O)COCC(=O)Nc1ccc(OCCc2ccccc2)cc1,i,i
CCOC(=O)c1cn(CC)c2cc(F)c(F)cc2c1=O,i,i
CC1=Nc2cc(Cl)ccc2Oc2ccccc21,i,i
CCN1CC(CN(C)Cc2cn(-c3cccc(C)c3)nc2-c2cccc(F)c2)CC1=O (configuration not stated),i,i
O=C(CCNS(=O)(=O)c1ccccc1C(F)(F)F)N1CCN(S(=O)(=O)c2cccc(Cl)c2)CC1,i,i
CCOC(=O)c1[nH]c2ccc(F)cc2c1NC(=O)Nc1ccccc1OC,i,i
O=C1CC(C(=O)Nc2ccc(Br)cc2)C2(CCCC2)O1 (configuration not stated),i,i
O=C(Oc1c(-c2ccco2)oc2ccccc2c1=O)c1cccnc1,i,i
CCOC(=O)N1CCN(S(=O)(=O)c2ccc(Cl)cc2)CC1,i,i
CCCn1c(=O)c(/C(N)=N/O)nn(-c2cccc(C(F)(F)F)c2)c1=O,i,i
O=C1C=C(O)c2c(O)cc(O)c(O)c2C1=O,i,i
COc1ccc(C)cc1NC(=O)C1COc2ccccc2O1 (configuration not stated),i,i
O=C(NCc1ccco1)C1CC(=O)N(c2ccc(O)cc2)C1 (configuration not stated),i,i
O=P(Cc1ccccc1)(c1ccccc1)c1ccccc1,i,i
Cn1cnnc1SCC(=O)NCCC(c1ccccc1)c1ccccc1,i,i
CCc1onc(C)c1C(=O)Nc1ccc2c(c1)OCO2,i,i
O=C(N/C=C/n1cnc2cc(C(F)(F)F)ccc21)c1ccccc1F,i,i
COC(=O)N1CC=CC1(C)C(=O)NCc1cc(F)cc(C(F)(F)F)c1 (configuration not stated),i,i
CCn1c(SCC(=O)N2CCCCC2)nc2c1c(=O)n(C)c(=O)n2C,i,i
O=C(O)c1ccccc1OCCOc1ccccc1,i,i
COc1cccc(CNC(=O)CCc2nc3cc(S(=O)(=O)N4CCOCC4)ccc3n2C)c1,i,i
COc1ccc(CCNS(=O)(=O)c2ccccc2[N+](=O)[O-])cc1OC,i,i
CCCN(CCC)C(=O)CSc1nc2ccccc2c(=O)n1C1CCCC1,i,i
C=CCNC(=S)NNC(=O)C(CCC(C)C)CC(C)(C)O (configuration not stated),i,i

# In another format: five of the compounds above.
mol	CHT block	KCNQ2 inh
O=C(O)COCC(=O)Nc1ccc(OCCc2ccccc2)cc1	i	i
COc1ccc(S(=O)(=O)Nc2c(C)n(C)n(-c3ccccc3)c2=O)cc1Br	i	i
CCOC(=O)c1ccc(NC(=O)CN2C(=O)C3C4C=CC(C4)C3C2=O)cc1 (configuration not stated)	i	i
CCCC(=O)NC(c1ccccc1)c1ccc2cccnc2c1O (configuration not stated)	i	i
O=C(Oc1c(-c2ccco2)oc2ccccc2c1=O)c1cccnc1	i	i

# Further entries
SMILES,CHT block,KCNQ2 inh
CCOC(=O)CSc1nc2ccccc2c(=O)n1CC1CCCC1,i,-6.1*
Cc1cnc(NC(=O)CSc2nc3ccccc3c(=O)[nH]2)s1,i,i
Cc1cc2ncc(C(=O)N=CN(C)C)cn2n1,i,i
CCC(=O)c1ccc(N2CCN(C(=O)Cc3ccccc3)CC2)c(F)c1,i,i
O=C(O)c1cc2nc3c(c(C(F)(F)F)n2n1)CCCC3,i,i
NC(=O)c1ccc[n+]([C@H]2O[C@@H](COP(=O)([O-])OP(=O)(O)OC[C@H]3O[C@@H](n4cnc5c(N)ncnc54)[C@H](O)[C@@H]3O)[C@H](O)[C@@H]2O)c1,i,/
O=C(c1cccnc1)N1CCN(C/C=C/c2ccccc2)CC1,i,i
C[C@@]12C(=O)Nc3cc(F)ccc3C(=O)N1[C@H]1c3ccccc3OC[C@@H]1[C@@H]2c1ccccc1,i,/
O=C(Nc1cccc(Cl)c1)Nc1nc(-c2ccc(Cl)cc2)cs1,i,i
Cc1cccnc1NC(N)=S,i,i
CC(C)Oc1ccc(CCC(=O)NNC(=O)c2ccccc2C(=O)O)cc1,i,i
O=c1c(C=NCCN2CCNCC2)c(-c2ccccc2)[nH]n1-c1ccc([N+](=O)[O-])cc1,i,-7*
COC(=O)CC1C(=O)NCCN1C(=O)c1cc(OC)c(OC)cc1OC (configuration not stated),i,i
O=C(O)CSc1nc2ccccc2[nH]1,i,i
COc1ccc(C2CC(c3ccc(OC)c(OC)c3)=NN2S(C)(=O)=O)cc1 (configuration not stated),i,i
O=C(Nc1ccc(N2CCN(C(=O)c3ccco3)CC2)cc1)c1ccccc1F,i,i
Cc1sc(NC(=O)C2=COCCO2)c(C(N)=O)c1C,i,i
CSc1ccccc1C(=O)C1CCCN(S(=O)(=O)c2c(C)noc2C)C1 (configuration not stated),i,i
O=C(Cc1ccc(Cl)cc1)NNC1CC(=O)N(c2ccc3ccccc3c2)C1=O (configuration not stated),i,i
COc1ccc(/C=C2\N=C(SC)N(c3ccccc3OC)C2=O)cc1,i,i
COc1ccc(S(=O)(=O)N2CCN(C(=O)c3cc(-c4ccccc4OC)n[nH]3)CC2)cc1,i,i
Cn1c(-c2ccccc2)n[nH]c1=S,i,i
CCCCNC(=O)CSc1nnc(-c2ccco2)n1C,i,i
Cc1ccc(C2CC(=O)Nc3cc4c(cc32)OCCO4)s1 (configuration not stated),i,i
O=C(O)CC/C(=N/NC(=O)c1ccc(-c2ccccc2)cc1)c1ccccc1,i,i
Cc1ccc(C)c(-c2csc(N/N=C/c3ccco3)n2)c1,i,i
Cc1ccc(N2CC(C(=O)Nc3ccc(S(=O)(=O)N4CCCC4)cc3)CC2=O)cc1C (configuration not stated),i,i
Cc1ccc(N2CCN(c3ccc(C)cc3)C(CC(=O)O)C2=O)cc1 (configuration not stated),i,i
COc1ccc(CCNC(=O)CN2CCCc3ccccc32)cc1OC,i,i
CNS(=O)(=O)/C=C/c1ccccc1,i,i
Fc1ccc(CSc2nc3ccccc3[nH]2)c2ccccc12,i,i
COc1cccc(-n2c(SCC(=O)OC(C)C)nnc2-c2cccnc2)c1,i,i
COc1ccc(NC(=O)CSc2ccccc2)c(OC)c1,i,i
Cc1coc2cc3oc(=O)c(CCC(=O)NCc4ccccn4)c(C)c3cc12,i,i
CC1(C)CNC(=O)C=C(c2ccccc2)C1,i,i
O=C(Nc1ccccc1N1CCOCC1)C1CCCCN1S(=O)(=O)c1ccccc1 (configuration not stated),i,i
Cc1ccc(SCC(=O)NCc2ccccc2)cc1,i,i
CCCNC(=O)CSc1nnc(-c2ccco2)n1C,i,/
O=C1CNC(=O)/C(=C\c2ccccc2)N1,i,i
O=C(NC1CC2CCCC(C1)N2Cc1ccccc1)c1ccc([N+](=O)[O-])cc1 (configuration not stated),i,i
CC(=O)c1cccc(NC(=S)NC(=O)c2ccc(C)cc2)c1,i,i
COc1ccc(Cl)cc1NC(=O)NCc1cccnc1,i,i
Cc1ccc(/C=N/NC(=O)c2ccc(NC(=O)c3ccccc3Cl)cc2)o1,i,i
C/C(=N\OCC(=O)OCC(=O)NCc1ccccc1)c1ccc2c(c1)OCO2,i,i
COc1ccc(N(C(=O)C(C)C)S(=O)(=O)c2ccc(Cl)cc2)cc1,i,i
CCCCCC(=O)N1CCCC1,i,i
O=C(NCC1CCCO1)C1CCCN1C(=O)NC1CCCCC1 (configuration not stated),i,i
COc1ccc(C(=O)Nc2ccccc2C(=O)Nc2ccncc2)cc1,i,i
CC(=O)c1ccc(N2CCN(S(=O)(=O)c3cc(-c4cc(C)no4)ccc3C(C)C)CC2)cc1,i,i
COC(=O)C1=C(C(=O)OC)SC2(S1)C(C(=O)OC)=C(C(=O)OC)SC1=C2c2cc(C)cc(C)c2NC1(C)C,i,i
COc1ccc(/C=N/NC(=O)c2nc(-c3ccccc3)cc(-c3ccccc3)n2)cc1,i,i
O=C(COC(=O)C1CC2C=CC1C2)NCc1ccc(F)cc1 (configuration not stated),i,i
CC12CCC(=O)N1C(C(=O)Nc1ccc(Cl)c(S(=O)(=O)N3CCCCC3)c1)CS2 (configuration not stated),i,-6.1*
NS(=O)(=O)c1ccc(NC(=S)NC(=O)c2ccc3c(c2)OCO3)cc1,i,i
Cc1ccc(-c2nnn(CC(=O)N(Cc3ccco3)C(C(=O)NC(C)(C)C)c3ccc(C)o3)n2)o1 (configuration not stated),i,i
Cc1nnc(NC(=O)c2ccncc2)s1,i,i
CC(=O)C1=C(O)C(=O)N(c2nccs2)C1c1ccc(Br)cc1 (configuration not stated),i,i
Cc1cccc2sc(NC(=O)C3CC3)nc12,i,i
O=C(CCN1C(=O)c2ccccc2C1=O)Nc1cccc(F)c1,i,i
CCOC(=O)c1ccsc1NC(=O)c1ccco1,i,i
# More entries
SMILES,CHT block,KCNQ2 inh
COc1ccc(C(=O)NCC(=O)NCC(=O)OCC(=O)C(C)(C)C)cc1,i,i
Cc1ccc(S(=O)(=O)CCC(=O)OC(C)C(=O)N2CCc3ccccc32)cc1 (configuration not stated),-7.4*,i
O=C1C2(CCCC13COC(c1ccc(O)cc1)OC3)COC(c1ccc(O)cc1)OC2 (configuration not stated),i,i
CCOc1ccccc1C(=O)NCC(=O)NNC(=O)c1cccc(S(=O)(=O)Nc2ccc(OC)cc2)c1,i,i
COc1ccc(CNC(=O)C(=O)NCC2OCCN2S(=O)(=O)c2ccc(F)cc2)cc1 (configuration not stated),i,i
